USP2a inhib – blocks human ubiquitin-specific protease USP2a. O75604. USP2a enzymatic assay, qHTS inhibition. Potency, µM (doses to about 38.3 µM), for the others: top-dose activity change, negative = inhibition, actives largely listed as inhibitors. 0.1% of 60,000 active;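 further: potency means the concentration at half of the fitted maximal effect; nearly all actives have a fitted effect of over 60% in size; plate controls were DMSO for no effect and NEM full inhibition control for full effect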
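USP2 core (20 nM final) was preincubated with compound for 30 min at RT in 20 mM Tris-HCl pH 8.0, 2 mM CaCl2, 2 mM beta-mercaptoethanol; Ub-PLA2 (20 nM) plus NBD C6-HPC (20 uM) then added, fluorescence read after 2.5 h.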
Caspase-7 inhib – blocks human caspase-7 allosterically or competitively | Potency, µM (titrated, usually from 57.5 µM), inactives show top-dose activity change, negative = inhibition, usual class: inhibitors | recombinant caspase-7, Ac-DEVD-AFC fluorescence rate | 0.02% of 75,000 active | P55210; active means well fitted inhibition curve with a large enough effect in the main read-out, with a control signal flat, not every such curve was filed as active; inconclusive means small, poorly fitted or top-dose-only effect, or a change in a side signal; further: potency means the concentration at half of the fitted maximal effect; % of control where 0% means no effect
Target sequence (P55210 24-198 limits assumed): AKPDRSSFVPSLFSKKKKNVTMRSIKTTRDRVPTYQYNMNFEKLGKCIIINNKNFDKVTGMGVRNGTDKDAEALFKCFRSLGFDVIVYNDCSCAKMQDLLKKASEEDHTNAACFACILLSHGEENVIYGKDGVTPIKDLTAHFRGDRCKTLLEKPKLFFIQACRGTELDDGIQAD
Target sequence (P55210 207-303 limits assumed): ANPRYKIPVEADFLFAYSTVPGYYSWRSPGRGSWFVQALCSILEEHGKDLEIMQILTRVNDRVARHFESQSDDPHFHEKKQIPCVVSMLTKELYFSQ
HADH2 inhib – inhibitors of human HADH2 dehydrogenase; Q99714; recombinant HADH2, NADH fluorescence, beta-hydroxybutyryl-CoA; Potency, µM (highest dose often 57.1 µM), inactives show at the top dose activity change, negative = inhibition, actives largely listed as inhibitors; 3.4% of 73,000 active; AID 886; further: potency means the concentration at half of the fitted maximal effect; on the % scale 0 is the no-effect control and ±100 the full control effect; nearly all actives have a fitted effect of over 60% in size; many of its hits are not listed in these tables
Target sequence (Q99714 whole entry, looked up, one chain of several): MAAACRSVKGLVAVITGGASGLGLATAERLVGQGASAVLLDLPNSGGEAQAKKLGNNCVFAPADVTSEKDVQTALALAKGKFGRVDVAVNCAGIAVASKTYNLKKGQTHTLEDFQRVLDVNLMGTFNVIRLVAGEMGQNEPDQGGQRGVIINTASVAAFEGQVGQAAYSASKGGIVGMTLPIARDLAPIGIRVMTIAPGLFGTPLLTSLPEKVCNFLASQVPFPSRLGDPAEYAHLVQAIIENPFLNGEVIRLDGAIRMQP
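E. coli-expressed His-tagged HADH2 tested at 20 nM in alkaline Tris buffer (pH 9.0); oxidation of 90 uM beta-hydroxybutyryl-CoA with 1 mM NAD+ tracked fluorimetrically for 4 min.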
ALOX15 inhib – 15-hLO (ALOX15) enzyme inhibition. Potency, µM (series often up to 57.1 µM), for inactives: at the highest dose activity change, negative = inhibition, usual class: inhibitors. P16050. purified 15hLO-1, xylenol orange hydroperoxide absorbance. 1.4% of 74,000 active. AID 887; further: potency means the concentration at half of the fitted maximal effect; on the % scale 0 is the no-effect control and ±100 the full control effect; nearly all actives have a fitted effect of over 55% in size
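Hydroperoxide formed from arachidonic acid (50 uM) by purified human 15hLO-1 (40 nM) oxidizes ferrous iron, and the ferric-xylenol orange complex is read at 573 versus 405 nm. Compounds were preincubated 15 min; reaction ran 6 min at room temperature.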
BRCT inh red – BRCT-phosphoprotein interaction inhibition (red fluorophore); Potency, µM (titrated, usually from 76.9 µM), inactives show at the top dose activity change, negative = inhibition, usual class: inhibitors; BRCT-phosphopeptide binding, red fluorescence polarization; P38398; 0.03% of 75,000 active; further: on the % scale 0 is the no-effect control and ±100 the full control effect
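Rhodamine-labelled pBACH1 10-mer (100 nM) bound to BRCT domain (100 nM) at pH 7.3; compounds incubated 12 min room temperature, polarization read. Free peptide defines full inhibition; unlabelled decapeptide titrated as control.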
BRCT PPI green – BRCA1 BRCT-phosphoprotein interaction inhibition | P38398 | BRCA1 BRCT-phosphopeptide binding, green fluorescence polarization | Potency, µM (doses to about 76.9 µM), inactives show top-dose activity change, negative = inhibition, hits mostly inhibitors | 0.05% of 75,000 active;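 further: potency means the concentration at half of the fitted maximal effect; plate controls were peptide without protein for full effect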
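Compounds were incubated for 12 min at room temperature with a complex of 100 nM fluorescein-tagged pBACH1 decapeptide and 250 nM His-tagged BRCT protein. Buffer was phosphate pH 7.3 with EDTA, DTT and Tween 20. Disruption of binding lowers the polarization signal.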
Casp1 inh – blocks human caspase-1 allosterically or competitively | 0.03% of 75,000 active | Caspase-1 enzyme, Ac-WEHD-AFC fluorogenic rate | P29466 | Potency, µM (series often up to 57.5 µM), for inactives: top-dose activity change, negative = inhibition, hits mostly inhibitors;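 further: potency means the concentration at half of the fitted maximal effect; plate controls were vehicle for no effect and no substrate for full effect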
Target sequence (P29466 120-297 limits assumed): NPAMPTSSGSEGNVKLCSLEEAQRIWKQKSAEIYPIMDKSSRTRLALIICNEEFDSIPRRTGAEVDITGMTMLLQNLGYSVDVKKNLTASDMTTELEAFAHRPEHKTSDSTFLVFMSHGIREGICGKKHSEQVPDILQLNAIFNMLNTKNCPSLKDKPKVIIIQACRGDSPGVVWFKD
Target sequence (P29466 317-404 limits assumed): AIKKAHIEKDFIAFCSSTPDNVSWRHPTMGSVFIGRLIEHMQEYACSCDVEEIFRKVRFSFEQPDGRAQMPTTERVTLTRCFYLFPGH
HEK293 cAMP cs – raises cAMP in parental HEK293 cells, TSHR agonist counter-screen. parental HEK293 CNG cAMP sensor, membrane potential fluorescence. Potency, µM (series often up to 57.1 µM), for the others: top-dose activation, usual class: activators. 2.5% of 73,000 active. AID 938; further: potency means the concentration at half of the fitted maximal effect; % of control where 0% means no effect; nearly all actives have a fitted effect of over 55% in size
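Parental HEK 293 cells stably expressing a cAMP-gated CNG channel were loaded with membrane potential dye containing 100 uM RO 20-1724 for 60 min. Compound added for 30 min; depolarization read as fluorescence intensity at 590 nm.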
Pol III holo inh – blocks replication by bacterial DNA polymerase III holoenzyme. 0.25% of 71,000 active. reconstituted DNA polymerase III holoenzyme replication, biochemical. Potency, µM (highest dose often 57.1 µM), for inactives: at the highest dose activity change, negative = inhibition; further: potency means the concentration at half of the fitted maximal effect; on the % scale 0 is the no-effect control and ±100 the full control effect
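Reconstituted *E. coli* holoenzyme (0.35 nM Pol III, 1 nM beta, 154 nM SSB, 2 nM primase) was preincubated with compound for 15 min at RT. Synthesis on 1.4 nM ssM13Gori ran 35 min, then was stopped with PicoGreen/EDTA and read as dsDNA fluorescence.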
Rhodamine fluor – compound autofluorescence in rhodamine spectral region; 0.05% of 59,000 active; Rhodamine-region fluorescence, 547/598 nm, Tris buffer; hits give high values; max dye-equivalent concentration, M; in the data active means max dye-equivalent concentration above about 11 nM; inconclusive means between about 1.1 nM and that limit
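Read-out is relative fluorescence at 547 nm excitation and 598 nm emission, expressed as dye-equivalent concentration using rhodamine standards on every plate. Each compound was profiled across a concentration series after 15 min in 100 mM Tris, pH 8.0.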
Tau fil binding – tau filament binding. P10636. recombinant tau filaments, thioflavin S fluorescence, 15 h; filaments grown with octadecylsulfate alongside compound. Potency, µM (series often up to 57.1 µM), inactives show at the highest dose activity change, negative = inhibition. 2% of 71,000 active;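 further: potency means the concentration at half of the fitted maximal effect; on the % scale 0 is the no-effect control and ±100 the full control effect; actives lower thioflavin S fluorescence by blocking filaments or displacing dye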
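Quantitative HTS: thioflavine S signal from ODS-induced tau filaments, excited at 450 nm, emission 510 nm. Conditions: 1 uM tau, 30 uM ODS, 15 h at 37 C, pH 7.4.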
* = called active by the depositor; & = joins results of further samples; [ ] = dose if it differs, or a comment. Unless noted, the call rests on the fitted dose curve; in most records, active means well fitted curve in the direction sought with a large enough effect; inconclusive means small, poorly fitted or top-dose-only effect, or another doubt; inactive means no such curve, though single readings can be large; an effect the other way counts as inactive or inconclusive. Some of the compounds tested (hit frequency here may not be typical).

`C[C@]12C[C@H](O)[C@H]3[C@@H](CCC4=CC(=O)CC[C@@]43C)[C@@H]1CC[C@@H]2C(=O)CO` gave USP2a inhib 2%, Caspase-7 inhib 0%&1%, HADH2 inhib 11%&3%, ALOX15 inhib 7%&-6%, BRCT inh red 1.0%&0.8%, BRCT PPI green -3.3%&0.1%, Casp1 inh -2%&-1%, HEK293 cAMP cs 28%, Pol III holo inh -6%, Rhodamine fluor inactive and Tau fil binding 1%.
For O=C(CSc1nnnn1-c1ccccc1Cl)Nc1ccc2c(c1)OCCO2 the results were Caspase-7 inhib 0%, HADH2 inhib -1%, ALOX15 inhib -5%, BRCT inh red 0.4%, BRCT PPI green 0.3%, Casp1 inh -6%, HEK293 cAMP cs 2%, Pol III holo inh 7% and Tau fil binding 104%.
Screening CCOC(=O)c1ccc2c(c1)NC(=O)C(N1CCN(c3ccc(OC)cc3)CC1)S2 (stereo not drawn) returned Caspase-7 inhib -4%, HADH2 inhib 5%, ALOX15 inhib -4%, BRCT inh red -0.6%, BRCT PPI green -2.3%, Casp1 inh 1%, HEK293 cAMP cs 3%, Pol III holo inh -4% and Tau fil binding 93%.
`Cc1nn(CC(=O)Nc2ccc3c(c2)oc2ccccc23)c(=O)c2ccccc12` gave USP2a inhib -18%, Caspase-7 inhib -1%, HADH2 inhib -13%, ALOX15 inhib inconclusive, BRCT inh red -0.9%, BRCT PPI green 0.3%, Casp1 inh -5%, HEK293 cAMP cs 11%, Pol III holo inh -3%, Rhodamine fluor inactive and Tau fil binding 66%.
`O=c1c2ccccc2nnn1CSc1nnc(-c2ccc3c(c2)OCO3)o1` gave USP2a inhib 8%, Caspase-7 inhib 0%, HADH2 inhib 8%, ALOX15 inhib 2%, BRCT inh red 0.7%, BRCT PPI green -0.9%, Casp1 inh 0%, HEK293 cAMP cs 28%, Pol III holo inh 4%, Rhodamine fluor inactive and Tau fil binding 1%.
`CCOc1cc(C(=O)NCCOC)ccc1OC` gave USP2a inhib -4%, Caspase-7 inhib -1%, HADH2 inhib 1%, ALOX15 inhib 3%, BRCT inh red -0.4%, BRCT PPI green -0.1%, Casp1 inh -1%, HEK293 cAMP cs -1%, Pol III holo inh -5%, Rhodamine fluor inactive and Tau fil binding -6%.
CC(=O)N(O)[C@@H]1c2cc(C#N)ccc2OC(C)(C)[C@H]1O was read as Caspase-7 inhib 0%, HADH2 inhib 14%, ALOX15 inhib 4%, BRCT inh red 0.6%, BRCT PPI green 0.9%, Casp1 inh -2% and HEK293 cAMP cs -3%.
Screening COc1ccc(O[C@H]2C=C[C@@H](c3ccccc3)O[C@@H]2CO/N=C(\C)CCN2CCCCc3nc(C)c(C)cc32)cc1 returned Caspase-7 inhib -1%[11.5 µM], HADH2 inhib 1%[11.4 µM], ALOX15 inhib 0%[11.4 µM], BRCT inh red -0.1%[15.4 µM], BRCT PPI green -1.3%[15.4 µM], Casp1 inh -2%[11.5 µM] and HEK293 cAMP cs 11%[11.4 µM].
For O=C(CN(Cc1ccco1)C(=O)CNS(=O)(=O)c1ccc(Cl)cc1)NC1CCCCC1 the results were USP2a inhib -20%, Caspase-7 inhib -22%, HADH2 inhib 12%, ALOX15 inhib -5%, BRCT inh red -0.3%, BRCT PPI green -0.5%, Casp1 inh -11%, HEK293 cAMP cs inconclusive, Pol III holo inh 0%, Rhodamine fluor inactive and Tau fil binding 10%.
`Cc1ccc(-c2nn[nH]n2)cc1` gave USP2a inhib -7%, Caspase-7 inhib 0%, HADH2 inhib -4%, ALOX15 inhib -4%, BRCT inh red -0.2%, BRCT PPI green -1.4%, Casp1 inh 1%, HEK293 cAMP cs 0%, Pol III holo inh -1%, Rhodamine fluor inactive and Tau fil binding 0%.
Screening CCNC(=O)[C@@H]1O[C@@H](n2cnc3c(NCc4ccccc4)ncnc32)[C@@H](O)[C@H]1O returned HADH2 inhib 15%, HEK293 cAMP cs 3.2µM*, Pol III holo inh 1%, Rhodamine fluor inactive and Tau fil binding 10%.
Screening Cc1noc(C)c1CSc1nnc2scc(-c3ccccc3)n12 returned USP2a inhib -9%, Caspase-7 inhib -1%, HADH2 inhib 2%, ALOX15 inhib inconclusive, BRCT inh red 2.2%, BRCT PPI green -1.4%, Casp1 inh -2%, HEK293 cAMP cs 12%, Pol III holo inh 4%, Rhodamine fluor inactive and Tau fil binding 3%.
Screening O=C(c1ccc(Cl)cc1)N(Cc1cccs1)C1CCS(=O)(=O)C1 (stereo not drawn) returned USP2a inhib 1%, Caspase-7 inhib 0%, HADH2 inhib 3%, ALOX15 inhib -18%, BRCT inh red -1.3%, BRCT PPI green -1.5%, Casp1 inh 2%, HEK293 cAMP cs 19%, Pol III holo inh -1%, Rhodamine fluor inactive and Tau fil binding -6%.
Screening C/C(N)=C(/C#N)C(=O)COC(=O)COc1ccc(Cl)cc1 returned USP2a inhib -8%, Caspase-7 inhib -2%, HADH2 inhib 5%, ALOX15 inhib -7%, BRCT inh red -1.0%, BRCT PPI green 0.4%, Casp1 inh -1%, HEK293 cAMP cs inconclusive, Pol III holo inh 4%, Rhodamine fluor inactive and Tau fil binding 7%.
CCOC(=O)CNC(=O)Cn1c(C)cc2ccccc2c1=O was read as USP2a inhib inconclusive, Caspase-7 inhib 3%, HADH2 inhib -12%, ALOX15 inhib 2%, BRCT inh red -0.4%, BRCT PPI green 0.9%, Casp1 inh 1%, HEK293 cAMP cs 3%, Pol III holo inh 1%, Rhodamine fluor inactive and Tau fil binding -4%.
C=CCn1c(COc2ccc(CC)cc2)nnc1SC/C(O)=C(\C#N)c1nc2ccccc2[nH]1 was read as USP2a inhib 28%, Caspase-7 inhib -19%, HADH2 inhib inconclusive, ALOX15 inhib 6%, BRCT inh red 0.6%, BRCT PPI green 13%, Casp1 inh -13%, HEK293 cAMP cs 4%, Pol III holo inh -4%, Rhodamine fluor inactive and Tau fil binding 6%.
Screening CCN(C(=O)Cn1c(=O)n2nc(CCn3nc(C)cc3C)nc2c2ccccc21)c1cccc(C)c1 returned USP2a inhib 17%, Caspase-7 inhib 0%, HADH2 inhib 5%, ALOX15 inhib 7%, BRCT inh red 1.8%, BRCT PPI green -1.5%, Casp1 inh 2%, HEK293 cAMP cs 9%, Pol III holo inh -2%, Rhodamine fluor inactive and Tau fil binding 12%.
NC(=O)CCn1c(=O)oc2ccccc21 was read as USP2a inhib 12%, Caspase-7 inhib 2%, HADH2 inhib 3%, ALOX15 inhib 1%, BRCT inh red 2.0%, BRCT PPI green -1.9%, Casp1 inh -1%, HEK293 cAMP cs 2%, Pol III holo inh 3%, Rhodamine fluor inactive and Tau fil binding -11%.
For Cc1ccc2c(C(=O)CN3CCN(C4CCCCC4)CC3)c(C)[nH]c2c1 the results were USP2a inhib 7%, Caspase-7 inhib -5%, HADH2 inhib -2%, ALOX15 inhib -8%, BRCT inh red -0.9%, BRCT PPI green -2.8%, Casp1 inh -5%, HEK293 cAMP cs 18%, Pol III holo inh -1%, Rhodamine fluor inactive and Tau fil binding 374%.
Screening CC(C)C(=O)Nc1cccc(-c2cn3ccsc3n2)c1 returned USP2a inhib 4%, Caspase-7 inhib -1%, HADH2 inhib 1%, ALOX15 inhib -11%, BRCT inh red -1.0%, BRCT PPI green -0.8%, Casp1 inh 1%, HEK293 cAMP cs -16%, Pol III holo inh -5%, Rhodamine fluor inactive and Tau fil binding -5%.
Screening CN(C)CCCNC(=O)CCC1CCCCC1 returned USP2a inhib 1%, Caspase-7 inhib 0%, HADH2 inhib 4%, ALOX15 inhib -1%, BRCT inh red 0.7%, BRCT PPI green -0.6%, Casp1 inh -3%, HEK293 cAMP cs 11%, Pol III holo inh -5% and Tau fil binding -19%.
For Cc1ccc(CNC(=O)Cn2c(=O)oc3ccccc32)o1 the results were USP2a inhib 2%, Caspase-7 inhib 1%, HADH2 inhib -2%, ALOX15 inhib 7%, BRCT inh red -1.8%, BRCT PPI green -0.8%, Casp1 inh -1%, HEK293 cAMP cs 19%, Pol III holo inh -3%, Rhodamine fluor inactive and Tau fil binding 2%.
